Screening results deposited in PubChem by several laboratories.
MMP-13 inhibitor – MMP13 (human) collagenase inhibition; P45452; MMP-13 fTHP FRET cleavage, Mca fluorescence; inhibition, % at 4 µM; 65,000 compounds, 0.07% hits; AID 570;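 active = inhibition above the mean of compound-free control plate wells plus 3 SD, cut at about 14% in these data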;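 also: 0% = DMSO wells and 100% = wells with reference MMP-13 inhibitor after basal subtraction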
Autofluor 339 – intrinsic fluorescence of library compounds, ex339/em460 – biochemical, MLSMR library, data from DPM-DC assay, artefact control, profiling panel; AID 709; 65,000 compounds, 5.5% hits; fluorescence fold increase at 10 µM; compound autofluorescence, ex339/em460 nm, NADH buffer; active compounds read high; 1 = no-compound wells, NADH background;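 active = at 10 µM, mean starting fluorescence two-fold or more over control wells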;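 also: signal is the first read of a kinetic run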
ROCK2 inh – ROCK2 (human) kinase inhibition. inhibition, % at 6 µM. 60,000 compounds, 0.35% hits. purified ROCK2, Kinase-Glo ATP depletion luminescence. O75116;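 active = inhibition above the screen-wide mean inhibition plus 3 SD, cut at about 18% in these data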;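 also: plate controls were DMSO wells for no effect and Y-27632 control wells after no-enzyme background subtraction for full effect; many of its hits are not listed in these tables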
Target sequence (O75116 whole entry, looked up): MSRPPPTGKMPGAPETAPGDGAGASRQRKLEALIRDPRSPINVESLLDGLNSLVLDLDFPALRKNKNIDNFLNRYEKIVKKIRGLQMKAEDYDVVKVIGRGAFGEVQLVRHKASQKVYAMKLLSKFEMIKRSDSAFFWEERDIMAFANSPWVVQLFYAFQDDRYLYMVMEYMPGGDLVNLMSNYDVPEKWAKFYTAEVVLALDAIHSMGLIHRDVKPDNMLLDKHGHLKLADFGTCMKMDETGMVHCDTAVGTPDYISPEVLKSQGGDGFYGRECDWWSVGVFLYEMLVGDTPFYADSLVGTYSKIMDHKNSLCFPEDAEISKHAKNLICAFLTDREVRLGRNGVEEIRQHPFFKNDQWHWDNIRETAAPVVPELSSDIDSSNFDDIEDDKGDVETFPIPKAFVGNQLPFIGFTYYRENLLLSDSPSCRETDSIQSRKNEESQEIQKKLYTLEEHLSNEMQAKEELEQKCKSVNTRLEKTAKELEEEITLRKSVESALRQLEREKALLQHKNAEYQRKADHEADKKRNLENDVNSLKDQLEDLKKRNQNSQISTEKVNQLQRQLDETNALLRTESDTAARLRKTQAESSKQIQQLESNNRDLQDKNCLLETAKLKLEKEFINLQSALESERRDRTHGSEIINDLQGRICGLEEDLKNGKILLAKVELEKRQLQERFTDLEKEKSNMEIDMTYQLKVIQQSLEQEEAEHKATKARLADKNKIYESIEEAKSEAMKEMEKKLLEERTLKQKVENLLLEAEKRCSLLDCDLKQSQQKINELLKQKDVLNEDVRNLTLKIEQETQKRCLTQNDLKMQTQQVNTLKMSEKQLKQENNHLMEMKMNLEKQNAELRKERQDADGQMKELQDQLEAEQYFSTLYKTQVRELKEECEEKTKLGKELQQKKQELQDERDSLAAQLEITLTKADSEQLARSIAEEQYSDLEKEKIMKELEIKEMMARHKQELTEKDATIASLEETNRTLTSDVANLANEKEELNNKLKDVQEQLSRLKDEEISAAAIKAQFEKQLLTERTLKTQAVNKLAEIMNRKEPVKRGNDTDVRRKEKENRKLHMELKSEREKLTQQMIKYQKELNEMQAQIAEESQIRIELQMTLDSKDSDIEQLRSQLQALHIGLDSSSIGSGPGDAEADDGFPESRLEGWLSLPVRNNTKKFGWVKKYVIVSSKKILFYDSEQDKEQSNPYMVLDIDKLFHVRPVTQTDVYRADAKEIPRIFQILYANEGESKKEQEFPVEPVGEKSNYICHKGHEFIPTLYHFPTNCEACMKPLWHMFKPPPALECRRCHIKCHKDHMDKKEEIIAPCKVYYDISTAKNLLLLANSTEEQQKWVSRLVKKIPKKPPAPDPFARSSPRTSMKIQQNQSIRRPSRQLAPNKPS
PKA inh – inhibitors of human protein kinase A; P17612; PKA Kemptide phosphorylation, Kinase-Glo ATP luminescence; inhibition, % at 6 µM; 65,000 compounds, 0.1% hits;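 active = inhibition above the screen-wide mean inhibition plus 3 SD, cut at about 21% in these data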; also: many of its hits are not listed in these tables
JNK3 blocker – inhibitors of human JNK3 kinase | purified JNK3 kinase activity, HTS | AID 746 | 60,000 compounds, 0.61% hits | P53779 | inhibition, % at 8 µM; in the data active = inhibition above about 17%;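 also: 0% = DMSO and 100% = reference inhibitor; many of its hits are not listed in these tables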
tolC growth inh – blocks growth of E. coli BW25113 tolC mutant; OD615; growth inhibition, % at 10 µM (by protocol); 65,000 compounds, 2.2% hits; AID 573;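 active = growth inhibition at or above a cutoff equal to the mean over every tested compound plus 3 SD, cut at about 60% in these data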;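 also: growth measured after 20 h incubation at 37 °C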
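Signal: optical density read at 615 nm; Assay system: E. coli ΔtolC::kan strain BW25113; Times: 20 h incubation with compound, 37 °C; Dosing: 10 µM final, single dose.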
HEK293 NFkB inh – inhibitors of the PMA/ionomycin-induced NF-kB reporter in HEK293 cells; inhibition, % at 3 µM; HEK-293 NF-kB luciferase reporter, luminescence; 62,000 compounds, 0.21% hits;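 active = inhibition above the mean of all tested compounds plus 3 SD, cut at about 40% in these data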;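 also: 0% = stimulated DMSO wells and 100% = 10 µM reference inhibitor 5653914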
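Signal: luciferase luminescence; Material: HEK-293 cells with stable firefly luciferase reporter driven by four HIV NF-kB elements; Probe or stimulus: PMA with ionomycin; Replication: tested once; Times: 1 h compound pretreatment, then 16 h stimulation at 37 °C, 5% CO2; Benchmarks: DMSO and 10 µM reference inhibitor; Evaluation: per-plate % inhibition versus controls.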
Abs 340nm – absorbance at 340 nm | compound absorbance at 340 nm, fold over control | 65,000 tested, under 10 active | fold change at 10 µM;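 active = at 10 µM dose, initial 340 nm absorbance at least 2 fold that of control wells; inactive = change under 2 fold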;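 also: initial absorbance extrapolated from kinetic A340 decline of NADH oxidation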
NADH coupling – inhibitors of enzymes used to reach an NAD/NADH endpoint. coupled PK/LDH NADH assays, four targets. IC50, µM (top dose mostly 10 µM), for the others: top-dose inhibition. AID 774. 65,000 compounds, 0.02% hits;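 active = single-dose screening hits from any of four coupled enzyme assays that gave an IC50 when retested across doses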;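 also: the DPM-DC format reads NADH fluorescence rather than 340 nm absorbance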
* hit, by the source's call; · = not tested or not shown; [ ] = dose if it differs, or a comment. A portion of the library; count on the stated rates, not on these rows.

SMILES	MMP-13 inhibitor	Autofluor 339	ROCK2 inh	PKA inh	JNK3 blocker	tolC growth inh	HEK293 NFkB inh	Abs 340nm	NADH coupling
CCOc1ccc(N2C(=O)CC(NCCc3ccc(S(N)(=O)=O)cc3)C2=O)cc1 (stereo unspecified)	0	1.1	3	-1	-1	-16	6	1.1	5%
Cc1nn(C(=O)c2cc3sccc3[nH]2)c(C)c1C	2	1	3	6	3	-3	2	1	11%
Cc1csc(NC(=O)c2ccoc2C)n1	1	1	-6	4	3	6	1	0.99	2%
CCOC(=O)C1CCN(c2c(NC3CCCCCCC3)c(=O)c2=O)CC1	-2	1	1	4	5	-3	2	1	6%
COc1ccc(CN2CC(C(=O)NCCN3CCN(c4ccccc4F)CC3)CC2=O)cc1 (stereo unspecified)	-2	1.1	·	0	·	0	11	1	6%
Cn1c(=O)oc2cc(S(=O)(=O)NCCC(=O)NC3CCCC3)ccc21	-3	1.1	4	7	2	-17	9	1	1%
Cc1cc(NS(=O)(=O)c2ccc(-c3ccccc3)cc2)no1	-3	0.98	·	4	·	17	15	1	4%
O=C(NCc1ccco1)c1ccc(CS(=O)(=O)c2cccc(C(F)(F)F)c2)o1	3	1.1	2	7	11	-1	9	0.99	4%
N=c1c(C(=O)NCc2ccc3c(c2)OCO3)cc2c(=O)n3ccccc3nc2n1Cc1cccnc1	-13	1.6	-1	4	3	-7	-4	1	2%
O=C(CN(C(=O)CCC(=O)Nc1nccs1)c1ccc(F)cc1)NCC1CCCO1 (stereo unspecified)	-2	1.1	6	10	6	-1	5	0.99	6%
CC(C)P(=O)(Cc1cccc(C#N)c1)C(C)C	-5	1.1	2	10	11	-14	-2	1	4%
O=C(CSc1nc2scc(-c3ccco3)c2c(=O)n1-c1ccccc1)N1CCOCC1	1	1.1	-2	-2	5	-5	9	1.1	8%
CCOC(=O)c1cnn(-c2cc(C)nc3c(-c4ccccc4)cnn23)c1N	1	1.1	-14	-7	4	-11	16	1	1%
Cc1nc2ccc(C(C(F)(F)F)(C(F)(F)F)C(F)(F)F)cc2[nH]1	1	1.1	1	1	4	100*	0	1	7%
Cc1ccc(S(=O)(=O)NCC(=O)N2CCOCC2)cc1	0	1.1	5	8	3	-12	7	0.99	4%
COc1ccccc1NC(=O)Cn1c(=O)n2nc(C)nc2c2ccccc21	4	1.1	4	1	2	-13	10	1	3%
COc1ccc(C2(CCN)CC(C)N(C)CC2C)cc1 (stereo unspecified)	-9	1.1	-6	2	-7	-15	16	1	4%
CCOCCCn1c(SCC(=O)Nc2ccc(C(N)=O)cc2)nc2ccccc2c1=O	3	1.2	3	3	-2	-15	17	1	2%
COC(=O)c1ccccc1NC(=O)Cn1cnc2cc(C)c(C)cc21	3	1.1	0	-1	8	3	11	1	4%
CCc1ccccc1N1CC(C(=O)O)CC1=O (stereo unspecified)	2	1.1	-2	2	0	-26	10	1	0%
C/C(=N\O)C1/C(=N/O)CC2C1C2(C)C (stereo unspecified)	-6	1.1	·	6	·	1	7	1.1	0%
CN(Cc1c(F)cccc1Cl)c1nnnn1-c1ccccc1	0	1.1	1	0	-1	18	14	1	4%
CC1(C)Cc2ccccc2-c2nnc(-c3ccccc3)n21	3	1.1	4	6	5	3	15	1.1	4%
CCCCN1C(=O)C2C(c3ccc(OC)cc3O)NC(CC(C)C)(C(=O)O)C2C1=O (stereo unspecified)	-2	1	6	5	-2	-17	-2	1	3%
CCn1c(=O)c2c(nc(SCC(=O)NCC3CCCO3)n2C)n(C)c1=O (stereo unspecified)	4	1.2	12	4	-2	-14	8	0.98	10%
COc1cccc(C(=O)N(CN2CCCC2=O)c2cccc(Cl)c2)c1OC	3	1.1	5	13	-1	-6	6	0.96	3%
COC(=O)C(NC(=O)c1ccccc1)(Nc1nc(C)cs1)C(F)(F)F (stereo unspecified)	1	1.1	4	4	-3	-3	·	1	2%
COc1ccc(N(C(=O)Cn2nnc3ccccc32)C(C(=O)NCc2ccco2)c2ccc(C)o2)cc1 (stereo unspecified)	1	1.1	0	1	-8	1	5	1	6%
CCNC(=O)NC(=O)COC(=O)c1ccccc1SCC(=O)NC(=O)NCC	-149	2.1*	1	6	6	11	-27	1.1	12%[fluoresces]
CCOC(=O)C1=C(C)NC(SCC(=O)Nc2cc(C)on2)=C(C#N)C1c1cccs1 (stereo unspecified)	1	1.2	9	10	-4	94*	7	1	4%
CC(=O)c1cc2c(cc1NC(=O)CN1CCCCC1C)OCO2 (stereo unspecified)	-3	1.3	·	9	·	2	15	1.1	11%
Clc1ccc(-n2ncc3c(NCc4ccc5c(c4)OCO5)ncnc32)cc1	-7	1.9	2	2	-8	-19	5	1	13%
O=C(c1cc(-c2ccccc2)nc2ccccc12)N1CCOCC1	0	1.1	5	1	-10	2	-2	1	3%
Cc1ccccc1N1CCN(Cc2cccc(C(=O)O)c2)CC1	2	1.1	4	6	6	-14	8	1	3%
CS(=O)(=O)N1CCC(C(=O)N2CCc3ccccc3C2)CC1	2	1.1	9	11	-1	-5	13	1.1	5%
COc1ccc(-n2c(COc3ccccc3)nnc2SCC(N)=O)cc1	3	1.1	8	12	3	5	15	1	4%
O=C(NCCCO)c1nc2ccccc2s1	0	1.1	6	13	-2	-14	4	1	3%
O=C(NCCCN1CCN(Cc2ccccc2)CC1)C1CCN(S(=O)(=O)N2CCCC2)CC1	-5	1.1	3	-2	-4	-11	10	1	9%
CCOC(=O)N1CCN(C(=O)CCCOc2ccccc2)CC1	2	1.1	0	-1	1	-7	-19	1	7%
COC(=O)Nc1ccc(S(=O)(=O)N2CCN(c3ccc(F)cc3)CC2)cc1	0	1.1	6	9	5	-10	13	0.99	1%

Random excerpt: two records from the list.
SMILES	MMP-13 inhibitor	Autofluor 339	ROCK2 inh	PKA inh	JNK3 blocker	tolC growth inh	HEK293 NFkB inh	Abs 340nm	NADH coupling
Cc1ccccc1N1CCN(Cc2cccc(C(=O)O)c2)CC1	2	1.1	4	6	6	-14	8	1	3%
CS(=O)(=O)N1CCC(C(=O)N2CCc3ccccc3C2)CC1	2	1.1	9	11	-1	-5	13	1.1	5%

Returning to the listing; the three compounds before the break are reprinted first.
SMILES	MMP-13 inhibitor	Autofluor 339	ROCK2 inh	PKA inh	JNK3 blocker	tolC growth inh	HEK293 NFkB inh	Abs 340nm	NADH coupling
O=C(NCCCN1CCN(Cc2ccccc2)CC1)C1CCN(S(=O)(=O)N2CCCC2)CC1	-5	1.1	3	-2	-4	-11	10	1	9%
CCOC(=O)N1CCN(C(=O)CCCOc2ccccc2)CC1	2	1.1	0	-1	1	-7	-19	1	7%
COC(=O)Nc1ccc(S(=O)(=O)N2CCN(c3ccc(F)cc3)CC2)cc1	0	1.1	6	9	5	-10	13	0.99	1%
CSc1nc2ccccc2n1Cc1cccc(F)c1	-1	1.1	6	8	-7	24	9	1	8%
O=C(c1ccco1)N1CCN(c2ncnc3c2oc2ccccc23)CC1	0	1.2	-3	0	-5	29	-12	1.1	2%
O=S1(=O)c2cccc3cccc(c23)N1Cc1ccc(-c2nnco2)cc1	-10	2.8*	3	13	-2	24	12	1	12%
CCOC(=O)C1CCN(c2ncnc3c2cnn3-c2ccc(OC)cc2)CC1	-24	1.2	3	4	-3	1	·	1	4%
CCCC(=O)Nc1nc2ccc(OC)cc2s1	-6	1	7	10	7	-9	-14	1.1	8%
CN(C(=O)COc1ccccc1)c1nnc(-c2cccnc2)s1	-5	1.2	2	3	3	-15	13	1	3%
COc1ccc2[nH]c(=O)c(CN(Cc3ccco3)Cc3nnnn3Cc3ccccc3)cc2c1	-12	2.3*	4	2	-2	5	11	1.1	7%
Cn1cc(SCC(=O)NCc2ccc3c(c2)OCO3)c2ccccc21	-3	1.1	-4	4	-2	13	8	1	8%
COc1cccc(C2CC(c3ccc(Cl)cc3)n3nc(N)nc3N2)c1 (stereo unspecified)	1	1.1	8	8	-1	-1	-2	1	2%
Cc1csc(NC(=O)CSc2nnc(-c3ccccn3)n2-c2ccc(C)c(C)c2)n1	1	1.1	0	8	8	14	15	1	2%
CCn1c(COc2ccc3c(c2)CCCC3)nnc1SCC(=O)Nc1nccs1	-1	1.1	1	-3	-5	-9	-12	1.1	11%
CCOCC(=O)N1CCN(c2ccc(F)cc2)CC1	1	1.1	6	7	7	-3	11	1	3%
COc1cccc(-c2nc(CS(=O)(=O)CC(=O)NCc3ccc(Cl)cc3)c(C)o2)c1	7	1	-4	11	-5	-7	-8	0.99	3%
O=C(NCCCN1CCOCC1)c1cc(-c2ccc(Br)cc2)on1	5	0.98	9	10	-7	1	-11	1	6%
CCOC(=O)N1CCN(C(=O)CN(c2ccc(Oc3ccccc3)cc2)S(C)(=O)=O)CC1	0	1.1	·	5	·	-2	7	1.1	4%
Cc1ccc(C(C)C)c(OCc2ccc(-c3nnco3)cc2)c1	-7	1.2	-3	-4	-1	-4	8	1.1	5%
N#CC1=C(N)SC(N)=C(C#N)C1C1CC=CCC1 (stereo unspecified)	-1	1.1	6	10	-2	6	2	1	6%
CCCc1cc(C(=O)Nc2cccc(Cl)c2)no1	-1	1	-2	-6	3	98*	12	1	5%
COc1ccc(CN2C(=O)[C@@H]3C(c4ccccc4Cl)=NO[C@@H]3C2=O)cc1	6	1.2	6	3	-3	-5	2	1	5%
CCS(=O)(=O)N1CCC(C(=O)NCc2cccs2)CC1	2	1	6	13	3	1	-8	0.98	3%
O=C(Nc1c(F)cc(F)cc1Br)C1CCCO1 (stereo unspecified)	0	1.1	7	0	2	1	9	1	1%
CC1CCCCN1C(=O)c1ccc(S(=O)(=O)N2CCCCC2C)cc1 (stereo unspecified)	0	·	9	11	-2	5	-8	1	0%
O=S(=O)(N1CCCCC1)N1CCN(S(=O)(=O)N2CCCCC2)CC1	3	1.1	8	15	1	-10	7	1	3%
COc1ccc(C(=O)NC(=O)CSc2nnc(-c3ccco3)n2-c2ccccc2)cc1	4	1	-1	-1	-6	-16	16	0.98	2%
O=C(NCCCN1CCN(c2ccccc2F)CC1)C1CCN(S(=O)(=O)N2CCOCC2)CC1	3	1.1	-1	-4	-2	-17	11	0.99	6%
NC(=O)c1c(NC(=O)COC(=O)CSc2nnc(-c3ccc(Cl)cc3)o2)sc2c1CCC2	0	1.4	1	9	1	-32	11	1.1	3%
CCOC(=O)Cc1csc(NC(=O)CN(C)S(=O)(=O)c2cccc3cccnc23)n1	0	1.1	1	3	3	-2	6	1.1	5%
O=C(c1ccccc1)c1ccc2nc[nH]c2c1	-2	1.1	33*	14	2	-4	16	0.96	3%
CSc1nnc2c(n1)OC(C)N(C(=O)c1ccccc1)c1ccccc1-2 (stereo unspecified)	0	1.1	0	-1	0	-14	7	1.1	5%
CCCN1CCN(CCCNC(=O)Cn2ncc3c4ccccc4n(C)c3c2=O)CC1	-20	1.4	-2	-5	-1	-9	20	1	7%
CC1CN(C(=O)N(C)C)CCN1C(=O)N(C)C (stereo unspecified)	2	1.1	-1	0	-3	-11	14	1	1%
C=CCOC(=O)N1CCN(c2cccc(C(F)(F)F)c2)CC1	-1	1.1	-2	1	-2	13	9	1	6%
CCCCc1ccc(C2C(C#N)=C(N)SC(N)=C2C#N)s1	-9	1.1	4	0	9	93*	6	1	4%
Cc1nc(-c2cccc(-c3noc(C)n3)c2)no1	10	1	·	12	·	-7	7	1	4%
